# Yp Topo-I inh: inhibitors of Yersinia pestis topoisomerase I. Y. pestis Topo-I cleavage product accumulation, plate reader. AID 504884. activity, % at 10 µM. actives 0.064% (n = 360,000); in the data active = activity above about 50%, passing the limit was not always enough; inconclusive = no clear call, values can overlap the other calls; also: inactives centre near 2
# TcdB inh: inhibitors of Clostridioides difficile toxin B glycohydrolase; P18177; actives 0.24% (n = 350,000); inhibition, % at 9.99 µM; TcdB glycohydrolase enzymatic assay, plate reader; in the data active = inhibition above about 10%
# BoNT F protease: BoNT F light chain protease inhibition | Multiplex microsphere protease cleavage assay, flow cytometry | inhibition, % at 10 µM | actives 0.22% (n = 360,000) | AID 588497; in the data active = inhibition above about 35%, passing the limit was not always enough; inconclusive = no clear call, values can overlap the other calls; also: plate controls were buffer without enzyme for full effect and enzyme alone for no effect
# CCHF vOTU inh: CCHFV vOTU protease inhibition; actives 0.55% (n = 370,000); Pep-AMC fluorescence; inhibition, % at 11.5 µM; in the data active = inhibition above about 30%; also: 0% = vehicle wells with enzyme and 100% = no enzyme wells
# PrPC surface inh: reduces human prion protein on the cell surface; cell surface PrPC, TR-FRET read-out; inhibition, % at 13.8 µM; actives 0.43% (n = 370,000); AID 720596; in the data active = inhibition above about 24%; also: 0% = median of the test wells and 100% = reference compound wells
# FadD28 FP inh: M. tuberculosis FadD28 bisubstrate binding inhibition | FadD28 bisubstrate probe binding, fluorescence polarization | inhibition, % at 12.5 µM | actives 0.22% (n = 360,000); in the data active = inhibition above about 8.5%, passing the limit was not always enough; inconclusive = no clear call, values can overlap the other calls
# Anthrax LF prot: anthrax lethal factor protease inhibition; actives 0.12% (n = 360,000); inhibition, % at 10 µM; multiplex microsphere protease cleavage assay, LF; P15917; also: plate controls were buffer without enzyme for full effect and enzyme alone for no effect
# Target sequence (P15917 whole entry, looked up): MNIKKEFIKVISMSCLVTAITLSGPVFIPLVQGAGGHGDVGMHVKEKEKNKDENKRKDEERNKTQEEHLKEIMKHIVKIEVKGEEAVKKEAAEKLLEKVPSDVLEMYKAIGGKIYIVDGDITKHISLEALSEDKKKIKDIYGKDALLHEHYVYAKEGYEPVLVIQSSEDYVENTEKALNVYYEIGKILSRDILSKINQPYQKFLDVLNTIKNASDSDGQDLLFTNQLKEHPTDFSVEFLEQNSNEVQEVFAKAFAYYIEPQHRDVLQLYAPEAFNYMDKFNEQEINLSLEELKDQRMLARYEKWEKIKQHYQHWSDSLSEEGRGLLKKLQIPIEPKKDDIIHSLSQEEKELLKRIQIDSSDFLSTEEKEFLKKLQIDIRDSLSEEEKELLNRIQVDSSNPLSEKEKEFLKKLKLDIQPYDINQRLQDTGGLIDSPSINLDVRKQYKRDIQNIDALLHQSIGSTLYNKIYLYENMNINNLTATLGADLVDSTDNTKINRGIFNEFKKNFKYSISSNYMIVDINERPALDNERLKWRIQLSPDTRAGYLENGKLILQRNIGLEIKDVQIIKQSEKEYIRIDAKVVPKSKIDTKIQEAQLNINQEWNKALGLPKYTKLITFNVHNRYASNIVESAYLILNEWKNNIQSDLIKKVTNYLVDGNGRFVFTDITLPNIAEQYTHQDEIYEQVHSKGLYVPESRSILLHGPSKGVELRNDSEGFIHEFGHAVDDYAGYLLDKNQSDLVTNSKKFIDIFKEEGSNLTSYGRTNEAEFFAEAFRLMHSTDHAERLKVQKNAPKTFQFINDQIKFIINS
# BoNT A protease: BoNT A light chain protease inhibition; inhibition, % at 10 µM; actives 0.17% (n = 360,000); multiplex microsphere protease substrate cleavage, flow cytometry; also: plate controls were buffer without enzyme for full effect and enzyme alone for no effect
# PfHsp40 yeast: rescue of PfHsp40-mediated yeast toxicity; S. cerevisiae expressing PfHsp40, growth rescue, ATP luminescence; AID 504582; growth rescue, % at 12.5 µM; actives 0.68% (n = 340,000); in the data active = growth rescue above about 28%, passing the limit was not always enough; inconclusive = no clear call, values can overlap the other calls;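 also: yeast W303a lacking pdr1 and pdr3 grown in galactose medium; growth measured after three days at 30 °C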
# The depositor's hits bear a star; ? = inconclusive; · = no result given; & = joins results of further samples. Rule as the data show it, unless noted: active = inhibition above about 30%; inconclusive = no clear call, values can overlap the other calls; inactive = below that. The order is random; any-hit rate near 2.3%.
# Value order: Yp Topo-I inh, TcdB inh, BoNT F protease, CCHF vOTU inh, PrPC surface inh, FadD28 FP inh, Anthrax LF prot, BoNT A protease, PfHsp40 yeast
- O=C(CNC(=O)N1CC(=O)Nc2ccccc21)Nc1ccccc1
    5.0, 0.1, -3.6, 15.6, -4.5, -4.0, 1.4, -0.6, -0.7
- O=S(=O)(Cc1noc(-c2ccc(Cl)cc2)n1)Cc1ccco1
    2.8, -1.9, ·, -0.9, 4.2, -0.5, ·, ·, ·
- COc1ccc(CN(C(=O)c2cccc(OC)c2)C2CCS(=O)(=O)C2)cc1 (stereo not drawn)
    0.9, 2.7, 12.9, -3.2, -3.8, -3.7, ?, -1.2, ·
- O=S(=O)(c1ccc(F)cc1)N1CCn2c(nc3ccccc32)C1
    -7.1, -1.5, 4.5, 2.9, 0.0, -2.4, 0.2, 0.6, -0.2
- COc1ccc(-c2cc(C)nc(SCc3cccc(C(=O)O)c3)n2)cc1
    3.7, -1.8, -3.8, 14.9, 3.6, -19.3, 0.5, -0.1, -0.1
- CN1/C(=C\C(=S)NC(=O)c2ccccc2Cl)C(C)(C)c2ccccc21
    6.3, 0.6, 2.0, -4.1, 5.9, -2.1, 17.5, 38.3*, 4.0
- COc1ccc(Cl)cc1NC(=O)COC(=O)C1CCCCC1
    25.9, 2.6, 10.2, 8.1, -6.1, -0.5, -2.6, 0.1, 0.2
- C[C@@H]1CN([C@H](C)CO)S(=O)(=O)c2ccc(Br)cc2O[C@H]1CN(C)C(=O)Nc1ccccc1
    11.4, -0.6&1.2, -2.8, 7.8, 2.3, -3.4, 0.0, -0.4, ·
- COc1ccc(N2C(=O)C(Cl)=C(N3CCCC3)C2=O)cc1
    0.1, ·, -40.7, -9.6, -5.6, -1.1, 6.8, -3.5, -0.8
- CCOc1ccc(OC(=O)c2cccnc2)cc1
    -2.2, ·, -5.8, 9.9, 1.6, -0.3, 4.1, -0.2, -1.2

# Limited to CCHF vOTU inh, Yp Topo-I inh and Anthrax LF prot, for 2 of the compounds above:
molecule	CCHF vOTU inh	Yp Topo-I inh	Anthrax LF prot
O=S(=O)(Cc1noc(-c2ccc(Cl)cc2)n1)Cc1ccco1	-0.9	2.8	·
COc1ccc(CN(C(=O)c2cccc(OC)c2)C2CCS(=O)(=O)C2)cc1 (stereo not drawn)	-3.2	0.9	?

# The listing continues.
# Value order: Yp Topo-I inh, TcdB inh, BoNT F protease, CCHF vOTU inh, PrPC surface inh, FadD28 FP inh, Anthrax LF prot, BoNT A protease, PfHsp40 yeast
- O=[N+]([O-])c1ccc2nnn(O)c2c1
    -3.8, ·, -2.8, 3.4, -17.6, 0.7, 0.0, 0.3, -0.5
- COc1ccccc1C(=O)NCCSCc1ccccc1Cl
    35.2, -0.4, ?, 14.5, 9.1, -1.4, 10.6, 0.2, -0.7
- CC(C)Cc1cc(CNC(=O)C2CCC(=O)N(Cc3cccc(C(F)(F)F)c3)C2)on1 (stereo not drawn)
    25.1, 1.6, -3.1, 7.5, -1.5, -1.6, -2.5, 0.9, -1.0
- Cc1ccc(Cn2c(/C=C/c3ccco3)nc3ccccc32)cc1
    27.1, ·, 0.8, -18.2, 0.1, -3.5, 2.8, 7.4, 0.9
- O=C(NCCSCc1ccco1)c1ccc(CN2CCOCC2)cc1
    0.2, ·, -5.6, -14.9, 4.4, -0.2, -1.9, 0.0, 1.5
- Cc1cc(C)cc(NC(=S)/C(=C(\[O-])c2ccc(Cl)cc2Cl)[n+]2ccccc2)c1
    -3.7, -0.1, -0.3, 0.4, -3.2, -1.3, -7.3, 1.0, -1.8
- O=C(COC(=O)[C@H](Cc1ccccc1)N1C(=O)c2ccccc2C1=O)Nc1ccc2c(c1)OCO2
    33.6, ·, 2.8, 3.7, -1.4, -0.3, -1.0, -0.1, 1.3
- COc1ccc(N2CCN(Cc3cc(OC)c(O)c([N+](=O)[O-])c3)CC2)cc1
    -2.5, ·, 2.0, 8.3, -17.9, -2.9, 0.0, -0.7, -0.3
- CC(NC(=O)Nc1ccccc1)C(c1cccs1)N1CCN(c2ccccc2)CC1 (stereo not drawn)
    -1.1, 1.5, -4.1, -3.6, -6.1, 0.3, -4.2, -0.5, 0.1
- CCOc1ccc(S(=O)(=O)N2CCCC(C(=O)NCC3CCCO3)C2)cc1Cl (stereo not drawn)
    2.4, 0.6, -7.2, 1.6, 7.2, -1.1, 4.8, 5.5, ·

# Remaining list, next part
# Value order: Yp Topo-I inh, TcdB inh, BoNT F protease, CCHF vOTU inh, PrPC surface inh, FadD28 FP inh, Anthrax LF prot, BoNT A protease, PfHsp40 yeast
- COc1cccc(S(=O)(=O)Nc2ccc3c(c2)OCCO3)c1
    -3.5, 0.5, -32.6, 13.7, 10.3, -0.5, 4.3, 2.0, 1.0
- CSc1nc(-c2ccccc2)nn1C(=O)c1ccco1
    -2.8, ·, 8.4, 13.7, -2.4, -2.4, -1.7, -0.9, -1.1
- CCOc1cc(C)nc(Oc2ccc(=O)[nH]n2)n1
    0.8, ·, 1.8, -5.4, -4.3, 0.7, -4.1, ?, 0.6
- CCCC(NCC(O)COc1ccc(-c2ccccc2)cc1)c1ccccc1 (stereo not drawn)
    -8.1, -1.3, -11.7, 4.3, 14.1, -0.5, -4.7, -0.6, -0.2
- O=c1[nH]cncc1OCc1ccccc1
    4.2, 1.3, -0.6, 6.5, 8.9, -4.4, 4.2, -0.3, 0.4
- CC(C)NC(=O)c1cc2ccccc2o1
    3.9, ·, -0.4, -4.3, 7.7, 1.5, -8.9, -0.3, 1.5
- O=C(COC(=O)c1cc([N+](=O)[O-])ccc1N1CCOCC1)c1ccc(F)cc1
    6.1, 1.2, 4.0, 13.3, -12.8, ·, -1.5, 2.5, 1.0
- Cc1cc(Nc2cccc(C)c2C)n2nc(C)nc2n1
    14.0, 1.0, -6.6, 2.5, 0.6, 0.3, -7.2, 0.0, -1.7
- Cc1ccc2c(c1)CC1(CN2C)C(=O)NC(=O)N(CCc2ccccc2)C1=O (stereo not drawn)
    12.8, ·, -1.9, 6.5, -4.6, 1.1, 0.6, 2.3, 0.6
- O=c1c2ccccc2nc(SCc2nnc(-c3ccccc3Br)o2)n1Cc1ccco1
    2.7, ·, -4.8, 7.3, 1.0, -1.0, -2.4, -1.1, 0.7

# As entered above:
# `C[C@@H]1CN([C@H](C)CO)S(=O)(=O)c2ccc(Br)cc2O[C@H]1CN(C)C(=O)Nc1ccccc1` in CCHF vOTU inh is listed with 7.8
# `COc1ccc(N2CCN(Cc3cc(OC)c(O)c([N+](=O)[O-])c3)CC2)cc1` in PfHsp40 yeast is listed with -0.3
# `CCOc1cc(C)nc(Oc2ccc(=O)[nH]n2)n1` in Yp Topo-I inh is listed with 0.8
# `COc1ccc(-c2cc(C)nc(SCc3cccc(C(=O)O)c3)n2)cc1` in Yp Topo-I inh is listed with 3.7
# `O=[N+]([O-])c1ccc2nnn(O)c2c1` in Anthrax LF prot is listed with 0.0
# `Cc1ccc(Cn2c(/C=C/c3ccco3)nc3ccccc32)cc1` in BoNT A protease is listed with 7.4
# `COc1cccc(S(=O)(=O)Nc2ccc3c(c2)OCCO3)c1` in BoNT A protease is listed with 2.0

# Further results follow:
# Value order: Yp Topo-I inh, TcdB inh, BoNT F protease, CCHF vOTU inh, PrPC surface inh, FadD28 FP inh, Anthrax LF prot, BoNT A protease, PfHsp40 yeast
- Cc1ccc(C(=O)Nc2ncccc2S(=O)(=O)c2ccccc2)cc1
    -6.0, -0.8, -5.1, -11.3, 3.0, -1.0, 3.3, -1.0, -1.1
- N=c1oc2ccccc2cc1C(=O)N/N=C/c1ccccc1
    1.6, ·, -2.6, -0.5, -4.9, -3.2, -3.3, 0.2, -1.2
- COc1ccc(CNC(=O)C[C@H]2C[C@H](C(=O)N(C(C)C)C(C)C)[C@@]3(C)c4[nH]c5cc(-c6ccco6)ccc5c4CCN3C2=O)cc1OC
    41.4, -2.3, -0.8, 0.4, 2.0, -5.7, -4.7, 0.3, 0.6
- CCOc1ccc(CCN2C(=S)N([C@@H](Cc3ccc(O)cc3)CN3CCC[C@@H]3CN3C(=S)NC[C@@H]3CC(C)C)C[C@@H]2Cc2ccc(O)cc2)cc1
    ·, -0.5, -11.9, 13.3, -10.1, -7.0, -11.1, -1.4, ·
- CCc1cccc(C)c1NS(=O)(=O)c1cccs1
    3.8, 0.4, -2.6, 6.8, 11.6, ·, 3.0, 0.6, -0.2
- COc1ccc(OC)c(NC(=O)CN(C)S(=O)(=O)c2ccc3nc(C)sc3c2)c1
    -0.9, ·, -7.3, -0.6, 4.0, -3.9, -1.8, 0.5, 1.9
- CCn1c(SCC(=O)Nc2ccc(C)cc2)nnc1-c1ccc(O)cc1
    6.2, ·, -4.7, 1.2, 5.5, -2.3, -3.3, -1.3, -0.1
- Nc1ccc(N2CCOCC2)c(S(=O)(=O)Nc2cc(Cl)ccc2Cl)c1
    5.3, -0.9, 1.6, 5.5, 8.9, -2.2, -2.2, 0.2, 0.1
- Cc1cc(N2CCN(S(=O)(=O)c3ccccc3)CC2)nc2c(C)cccc12
    18.5, 0.4, -6.9, 7.8, -6.7, 1.2, -4.9, -1.1, 1.1
- COc1ccc(-n2nc(C(=O)NCC(=O)N3CCN(c4ccc(F)cc4)CC3)c3ccccc3c2=O)c(OC)c1
    5.1, 1.3, -4.6, 0.2, -3.5, -2.8, -2.6, -0.9, 2.2

# Next structures:
# Value order: Yp Topo-I inh, TcdB inh, BoNT F protease, CCHF vOTU inh, PrPC surface inh, FadD28 FP inh, Anthrax LF prot, BoNT A protease, PfHsp40 yeast
- O=C(/C=C/c1ccc(Br)cc1)NCCCn1ccnc1
    5.2, 0.7, ?, 5.7, -3.1, -1.1, -2.8, -0.8, -0.3
- N#Cc1ccc(NCC(=O)Nc2ccc(S(=O)(=O)N3CCCCC3)cc2)cc1
    2.3, 1.2, 6.1, -4.4, 3.5, -3.4, 4.5, 0.3, -0.2
- C=C(C)CNC(=S)N/N=C/C1=CCC2CC1C2(C)C (stereo not drawn)
    19.2, ·, -5.5, 8.8, 10.1, -3.3, -0.9, -0.5, 1.5
- O=C(CC1C(=O)NCCN1Cc1c(F)cccc1Cl)NCCCn1ccnc1 (stereo not drawn)
    1.8, -0.4, -7.2, -1.2, -2.9, -2.6, -2.5, 0.1, -1.5
- COc1ccccc1CNC(=O)CSCc1cnn(-c2ccccc2)c1-n1cccc1
    -2.4, ·, 5.2, 1.3, 2.0, -0.6, 11.2, 0.0, 4.3
- CC(=O)NNC(=O)c1cc2sccc2s1
    -4.0, 1.2, -4.8, -2.7, -5.1, 1.1, -0.5, -0.1, -0.8
- O=C(CC(c1ccccc1)c1ccccc1O)NCCc1ccccc1 (stereo not drawn)
    18.9, 0.4, -10.3, -8.6, -5.9, -0.3, -1.6, 0.5, -1.2
- O=C(Nc1ccccc1F)Nc1ccccc1OC(F)F
    6.0, 0.8, -5.8, -1.3, 1.1, 0.2, -0.7, -0.7, 0.1
- CCN(Cc1ccncc1)Cc1nc(-c2ccc(C(=O)OC)cc2)no1
    17.2, -0.3, -4.8, -2.8, 8.7, 0.5, -1.8, 0.6, 2.4
- CC(C)(C)OC(=O)NCC12C=CC(O1)C1C(=O)N(Cc3ccccc3)C(=O)C12 (stereo not drawn)
    -1.2, ·, -1.9, 3.2, 10.0, 0.9, -1.4, -0.2, 0.2

# Next section.
# Value order: Yp Topo-I inh, TcdB inh, BoNT F protease, CCHF vOTU inh, PrPC surface inh, FadD28 FP inh, Anthrax LF prot, BoNT A protease, PfHsp40 yeast
- CCN=c1scc(C)n1/N=C/c1cc(Br)c(O)c(Br)c1
    -14.2, -72.7, -4.0, 12.6, 3.5, ?, 5.8, -0.2, -0.5
- CCc1ccc(NC(=O)CSc2nnnn2-c2cccnc2)cc1
    11.1, -1.7, -10.0, 4.9, 5.8, 0.8, 0.3, 2.1, -1.1
- CCOC(=O)c1sc(Nc2ccccc2)nc1C
    -5.2, ·, -8.0, 10.9, -4.6, -2.1, -0.2, -1.0, -1.7
- COc1ccc2ccc(=O)oc2c1CC(=O)C(C)C
    -0.1, 0.1, 8.0, -17.4, -3.3, -2.2, -8.9, 0.3, -0.1
- O=C(Nc1ccc(S(=O)(=O)NCC2CCCO2)cc1)c1cccc(F)c1 (stereo not drawn)
    2.5, 3.4, -16.8, 8.4, -2.1, 0.0, -7.1, -1.8, -0.1
- CCc1noc(C)c1C(=O)Nc1cccc2ncccc12
    4.4, 3.0, -19.7, -5.7, -8.1, -0.6, -4.3, -9.9, 0.9
